KDM5B inh: Primary screen for KDM5B Histone Demethylases FDH-coupled qHTS; 220,000 tested, 2.6% active; KDM5B demethylase, FDH-coupled NADH fluorescence (FDH is formaldehyde dehydrogenase); Lysine-specific demethylase 5B (Homo sapiens), Q9UGL1; Potency, µM (top dose mostly 57.7 µM), for the others: at the highest dose activity change, negative = inhibition, most hits filed as inhibitors; active = well fitted inhibition curve with a large enough effect; inconclusive = small, poorly fitted or top-dose-only effect; inactive = no such curve, though single readings can be large or run the other way; note: 0% is about no effect; nearly all actives have a fitted effect of over 70% in size
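Inhibition is measured as reduced NADH fluorescence generation from FDH coupling to formaldehyde release. Truncated KDM5BΔAP at 200 nM final acts on H3K4me3 peptide (12.5 µM in substrate mix) in pH 7.5 HEPES buffer with Tween-20, 30 min, room temperature.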
Active calls of the source: *; i = inactive; u = inconclusive; & = joins results of further samples; ! = not active in a repeat; [ ] = dose if it differs, or a comment. Potency is the fitted concentration of half-maximal effect.

SMILES | KDM5B inh
Cn1ccc2c(C(=O)NCC3CCC(=O)N3)nc(-c3ccccc3O)cc21 (stereo not given) | u
CC1=C(COc2c3occc3cc3ccc(=O)oc23)CC(C)(C)CC1 | -13.9%
Cc1ccc(CNC(=O)C2CCCN(S(=O)(=O)c3cn(C)cn3)C2)cc1 (stereo not given) | 7.8%
CCOc1ccc(C(=O)COC(=O)c2cc(C)nc3ccccc23)cc1 | -3.7%
O=C(NCc1ccc(F)cc1)c1ccc(NC(=O)N2CC3CCCN3c3ccccc32)cc1 (stereo not given) | u
COCCCNC(=O)N1CCCC(COc2ccccc2C(=O)N2CCCCC2)C1 (stereo not given) | 17.6%
COc1ccc(C(=O)N2CCC(c3nn(-c4ccc(F)cc4)c(=O)[nH]3)CC2)cc1 | 18.7%
COCC(=O)NC[C@H]1O[C@H](Cc2cc(CN(C)C)on2)CC[C@@H]1O | 13.5%[86.2 µM]
O=C(Nc1ccc2c(c1)CCCN2C(=O)c1cccs1)c1cccc(C(F)(F)F)c1 | -26.3%
COCC(=O)Nc1ccc(-c2noc([C@@H]3CCCN3Cc3cccnc3)n2)cn1 | -7.5%[86.2 µM]

Exported with each value named: entries from further up
> CC1=C(COc2c3occc3cc3ccc(=O)oc23)CC(C)(C)CC1
- KDM5B inh = -13.9%
> Cc1ccc(CNC(=O)C2CCCN(S(=O)(=O)c3cn(C)cn3)C2)cc1 (stereo not given)
- KDM5B inh = 7.8%
> CCOc1ccc(C(=O)COC(=O)c2cc(C)nc3ccccc23)cc1
- KDM5B inh = -3.7%
> O=C(NCc1ccc(F)cc1)c1ccc(NC(=O)N2CC3CCCN3c3ccccc32)cc1 (stereo not given)
- KDM5B inh = u

Continued.
SMILES | KDM5B inh
CC(C)NC(=O)C1COC2(CCN(C(=O)c3cccc([N+](=O)[O-])c3)CC2)N1C(=O)c1ccccc1 (stereo not given) | -18.2%
c1coc(-c2nc3ccncc3[nH]2)c1 | 31.6µM*!
O=[N+]([O-])c1ccccc1NN=C1CCCC1 | 14.6%
COc1ccc2c(CN3CCN(c4ccccc4F)CC3)cc(=O)oc2c1 | -16.4%
Cc1ccccc1-c1nnc(SCC(=O)Nc2nnc(-c3ccccc3)o2)n1C | 9.9%
Cc1cccc2c(C(=O)N3CCN(Cc4ccccc4)CC3)cc(-c3cccnc3)nc12 | 6.8%
Cc1ccc(CNC(=S)NCc2ccc(F)cc2)cc1 | 11.0%
CCN(CC)S(=O)(=O)c1ccc(C(C)NCc2ccsc2)cc1 (stereo not given) | 22.2%
COc1ccc(-n2c(Cc3ccccc3)nnc2SCc2nc(-c3cccs3)no2)cc1 | -14.6%
CN1CCc2c(sc3c2C(=O)NC(c2ccc(OC(=O)c4ccc(Cl)cc4)cc2)N3)C1 (stereo not given) | u
Cc1ncc(-c2ccc(S(=O)(=O)N3CCN(c4ccccc4)CC3)cc2)o1 | 3.5%
CC12CCC(C/C1=N\NC(N)=O)C2(C)C (stereo not given) | 23.9%&26.6%
C/C(CC(C)(C)c1ccccc1)=N\NC(=O)CC#N | 3.9%
COc1ccc(-c2noc(CSc3nnc(-c4ccco4)n3C3CCCCC3)n2)cc1OC | u
COc1ccccc1N1CN(CCc2ccccc2)CNC1=S | 34.2%
O=C(O)c1ccc2c(c1)N(S(=O)(=O)c1ccccc1F)CC2 | -18.4%
NS(=O)(=O)c1ccc(NC(=O)COC(=O)CCc2ccccc2)cc1 | -23.2%
CC(=O)c1c(C)[nH]c(C(=O)OC(c2ccccc2)c2ccc(Cl)cc2)c1C (stereo not given) | 20.4%
CCOc1ccccc1Nc1nc(-c2ccc(C)cc2)c(CC(=O)O)s1 | u
Cc1ccc2cc(C(=O)NCC3COc4ccccc4O3)c(C)nc2c1 (stereo not given) | 2.0%

Pulled by compound from the list above (3):
SMILES | KDM5B inh
CC12CCC(C/C1=N\NC(N)=O)C2(C)C (stereo not given) | 23.9%&26.6%
COc1ccccc1N1CN(CCc2ccccc2)CNC1=S | 34.2%
Cc1ncc(-c2ccc(S(=O)(=O)N3CCN(c4ccccc4)CC3)cc2)o1 | 3.5%

Next part:
SMILES | KDM5B inh
COc1cc(OC)c(C(=O)N2CCC(C(=O)c3ccc4c(c3)OCCO4)CC2)cc1OC | -18.8%
CCCn1c(C)cnc1CC1CCCN(C(=O)c2ccncc2)C1 (stereo not given) | -8.6%
CCN1c2cc(C(=O)N3CCN(c4ccccc4)CC3)ccc2C(=O)N2CCCCCC21 (stereo not given) | u
Cc1cc(C(=O)N/N=C/c2ccc(-c3ccc(C)c(Cl)c3)o2)n[nH]1 | 300.0%[activator]
O=C(N/N=C/c1c2ccccc2cc2ccccc12)c1cccs1 | 21.9%
O=C(CC1CCCN(c2cnn(CC3CC3)c(=O)c2)C1)NCC1CC1 (stereo not given) | 22.8%
COCC(=O)N[C@@H]1CN(Cc2cnn(C(C)C)c2)C[C@H]1CO | -7.4%
Cc1cc(C)nc(N2CCC(COc3ccc4c(cnn4CCC(=O)O)c3)CC2)n1 | u
COc1ccc(-c2nc3scc(CCNS(=O)(=O)c4cc(F)ccc4OC)n3n2)cc1OC | -17.6%
CCCCCCC1CCC(C(=O)NC(C(=O)O)C(C)C)CC1 (stereo not given) | -4.9%
CCOc1ccc(N2CC(C(=O)N/N=C/c3sccc3C)CC2=O)cc1 (stereo not given) | 14.6%
CCOCC(=O)N1CCCC(c2cc(N3CCOCC3)nc(C)n2)C1 (stereo not given) | 23.1%
CCc1c(C)c2ccc(OCC(=O)c3ccc(C)cc3)cc2oc1=O | 2.6%
COc1ccc2cnn(CC(=O)Nc3ccccc3Cl)c(=O)c2c1OC | 4.1%
COCc1cn(C[C@H]2C[C@@H](NCc3nccn3C)[C@H](O)[C@@H]2O)nn1 | u
Cc1ccc(NC(=O)Cn2ccn3nc(-c4ccc(F)cc4)c(CO)c3c2=O)c(Cl)c1 | -29.2%
CCOc1ccc(C(=O)N2CCCC3(C2)NC(=O)N(Cc2ccccc2)C3=O)cc1 (stereo not given) | 27.5%
CC(=O)N1CCn2cc(C(=O)NCc3ccc(Cl)nc3)nc2C1 | 0.0%[149 µM]
CCN(c1cccc(C)c1)S(=O)(=O)c1c(C)nc2sc(C)cn2c1=O | u
COc1cccc2ccc(-c3nccn3CC3(CO)CCOCC3)nc12 | i
COc1cccc(CNC(=O)Cn2cc3c(n2)-c2c(oc(C(=O)N4CCOCC4)c2C)CC3)c1 | u
CN(C)c1ccc(-c2nnnn2[C@H]2CO[C@H]3[C@@H]2OC[C@@H]3NC(=O)Nc2ccc(Oc3ccccc3)cc2)cc1 | 12.6µM*
O=C(c1cccc([N+](=O)[O-])c1)N1CCN(C/C=C/c2ccccc2)CC1 | 8.0%
COc1ccc(-c2noc([C@@H]3C[C@@H](O)CN3Cc3cccs3)n2)cc1 | u
CCN(c1cccc2ccccc12)S(=O)(=O)c1cccs1 | u
CC(C)Cc1cc(C(=O)N2CCCC(OCc3ccccn3)C2)n(C)n1 (stereo not given) | -12.9%
CCCCCc1ccc(N=Cc2ccc(OCC(C)CC)cc2O)cc1 (stereo not given) | 5.5%
S=C(N/N=C/c1cccc2ccccc12)Nc1cccc(Cl)c1 | -9.5%
CC[C@H]1CN(S(C)(=O)=O)CC[C@H]1CC(=O)NCc1ccco1 | 18.5%[86.2 µM]
Cc1noc(C)c1-c1cc2c(cc(C)n2C)c(-c2cccc([S+](C)(=O)[O-])c2)n1 | 25.1µM*
O=C(Cc1n[nH]c(=O)c2ccccc12)NCc1ccccc1 | 0.1%
COc1ccc(/C=N/NC(=O)c2cccnc2)cc1CN1CCc2ccccc2C1 | 0.2%
Cc1cccc(-c2noc(-c3ccco3)n2)c1 | 11.3%
CCC(=O)Nc1ccc(S(=O)(=O)NCc2cccn2Cc2cccc(C)c2)cc1 | u
CC1=C(C(=O)Nc2cccc(C(F)(F)F)c2)C2(CCCCCC2)OC1=O | -17.7%
CC(C)Oc1cccc(-c2ccc(C(=O)N(C)C)cc2)c1 | -2.2%
CCOc1ccc(-c2cn3nc(CC(C)C)sc3n2)cc1 | -6.4%
COc1ccccc1CC(=O)NCc1nnc2cc(-c3nc(C(C)C)no3)ccn12 | u
CCC(CC)C(=O)N[C@H]1C[C@@H](Cc2cc(COc3ccccc3)on2)C1(C)C | -13.1%[86.2 µM]
CC1=CC(C)C(COC(=O)C[N+]2(C)CCOCC2)C(C)C1 (stereo not given) | -12.5%
Cc1ccc(/C(O)=C2\C(=O)C(=O)NC2c2ccc(C)cc2)cc1 (stereo not given) | u
COC(=O)C1(NC(=O)CSc2ccc(Br)cc2)CCCCC1 | 6.9%
CCOC(=O)N1CCC(NC(=O)C2CCN(C(=O)c3cc4sccc4n3CC)CC2)CC1 | 18.4%
CCCC(=O)N1Cc2ccccc2CC2(CCCN(Cc3ccccn3)C2)C1 (stereo not given) | 12.8%[115 µM]
COc1cccc(C(=O)N2CCN(C(=O)c3nnn4c3COC(c3ccc(F)cc3)C4)CC2)c1 (stereo not given) | -18.8%
O=C(c1ccccc1F)N1CCCN(c2nc3ncccc3o2)CC1 | u
CN1c2cc(C(=O)Nc3ccc(OC(F)(F)F)cc3)ccc2C(=O)N2CCCCC21 (stereo not given) | u
CC1CCN(CC2CCCCN2)CC1 (stereo not given) | u
COC(=O)c1sc2nc(CN3CCc4ccccc4C3)[nH]c(=O)c2c1C | u
O=C1CCN(C(=O)C2CCN(C(=O)CCC3CCCC3)CC2)CCCCCCN1 | 14.3%

Continuation.
SMILES | KDM5B inh
Cc1[nH]c2ccccc2c1C1(O)C(=O)N(Cc2ccc(Cl)cc2)c2ccccc21 (stereo not given) | u
COc1ccc(NC(=O)N2C[C@@H]3C[C@H](C2)c2ccc(NC(=O)c4ccc(F)cc4)c(=O)n2C3)cc1 | -9.1%
CCN(C(=O)Cn1nc(Cc2cccnc2)c2ccccc2c1=O)c1cc(C)ccc1C | -6.5%
CCCN(Cc1ccccc1)C(=O)COc1ccc2ccc(=O)oc2c1 | 79.6%[activator]
Cc1ccc(Cn2c(C3CCN(C(=O)c4ccc5c(c4)OCO5)CC3)n[nH]c2=O)cc1 | -14.1%
CCCCn1c(=O)[nH]c(=O)c2c1nc(COC(=O)c1ccc(C)c(C)c1)n2CCC | -13.9%
COc1ccc(-n2c(SCC(=O)N/N=C(\C)c3cccnc3)nc3ccccc3c2=O)cc1 | 6.5%
CCc1cc(NCC(O)CN2CCCCC2)ncn1 (stereo not given) | 15.4%
CC(=O)N1CCC(C(=O)Nc2nc3c(s2)C[C@]2(C)CC[C@@H]4[C@H](OC(=O)[C@H]4C)[C@H]2[C@@H]3C)CC1 | 25.4%
Cc1ccc(C)c(N(CC(=O)NC2CCCCC2)C(=O)c2snc(C(N)=O)c2N)c1 | u
CNC(=O)N1CCC(C2CCN(C(=O)NC(C)(C)C)C2)CC1 (stereo not given) | 2.5%
CC(C)c1nnsc1CNCc1ccccc1OCCCCN1CCOCC1 | -20.3%
CCCCC(NC(=O)Cc1ccccc1)C(=O)O (stereo not given) | -9.6%
COc1ccc(-c2ccc3c(c2)C(=O)N2CCN(C(=O)C4CCCCC4)C[C@@H]2C(=O)N3)cc1 | u
Cc1ccccc1CN(CC1CCCO1)C(=O)c1cccc(CCC(C)(C)O)c1 (stereo not given) | 23.6%
O=C(CC(c1ccccc1)c1ccccc1Cl)N1CCCC1 (stereo not given) | 29.2%
CN1CCCN(C[C@@H]2CN(S(C)(=O)=O)C[C@@H]2CO)CC1 | -28.1%
Cc1ccc(C(=O)C(C#N)C(=O)Nc2ccccc2C)s1 (stereo not given) | 3.2%
Cc1ccc(NC(=O)Cn2c(=O)n(Cc3nc(C)no3)c(=O)c3cc4c(cc32)OCO4)c(Cl)c1 | -8.3%
NC(=O)c1cc(Cl)ccc1OCc1ccc(OC(F)(F)F)cc1 | 13.9%
Cc1ccc(CN2CCN3C(=O)N(C4CCOCC4)C[C@H]3C2)cc1 | -20.1%[86.2 µM]
N#C/C(=N\Nc1ccc(S(=O)(=O)N2CCOCC2)cc1)C(N)=S | 2.3%
CC(NC(=O)c1ccc2c(c1)OCC(=O)N2)c1cccs1 (stereo not given) | 4.1%
COc1cccc(C(=O)N2CCN(c3cc(-c4ccc(F)cc4)[nH]n3)CC2)c1OC | 21.3%
COc1ccccc1CNC(=O)c1cc2sccc2n1Cc1ccc(F)cc1 | -20.6%
O=C1CCN(C(=O)CC(c2ccccc2)c2ccc3c(c2)OCO3)CCN1 (stereo not given) | 50.1%[activator]
Cc1cccc(NC(=O)c2cc3c([nH]c2=O)CC(c2ccccc2)CC3=O)c1 (stereo not given) | 8.0%
COc1cccc(-c2csc(-c3c(N)c(C(=O)c4ccccc4)n4ccccc34)n2)c1 | -5.5%
COc1ccc(-c2ccnc3nc(CCc4ccccc4)nn23)cc1OC | 22.4µM*
O=C(Nc1ccccc1C(=O)N1CCCC1)c1cnc2ccccc2n1 | 17.6%

Compound activity from PubChem BioAssay.

Not all compounds are listed. The share of hits here may be higher or lower than overall.
